BCLXL inh: blocks human Bcl-xL binding to Bim BH3 peptide. Q07817. GST-Bcl-xL / FITC-Bim BH3 peptide fluorescence polarization. inhibition, % at 10.9 µM. 320,000 tested, 0.7% active. AID 2129;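 active = inhibition above the mean of all tested compounds plus 3 SD, cutoff set per campaign, cut at about 30% in these data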;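 note: 0% = DMSO wells and 100% = unlabeled Bim-BH3 peptide competitor; inhibitors lower millipolarization by displacing the labeled peptide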
PME-1 primary: PME-1 (human) inhibition; Q9Y570; recombinant PME-1, FP-Rh probe fluorescence polarization; inhibition, % at 5.9 µM; 320,000 tested, 0.53% active; AID 2130;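 active = inhibition above the campaign mean of all compounds plus 3 SD, cut at about 26% in these data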;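 note: competitive labeling of PME-1 active site by serine hydrolase directed probe; 0% = PME-1 with DMSO and 100% = wells lacking PME-1 enzyme; inhibitors block probe labeling so polarization falls and inhibition rises; many of its hits are not listed in these tables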
Target sequence (Q9Y570 whole entry, looked up): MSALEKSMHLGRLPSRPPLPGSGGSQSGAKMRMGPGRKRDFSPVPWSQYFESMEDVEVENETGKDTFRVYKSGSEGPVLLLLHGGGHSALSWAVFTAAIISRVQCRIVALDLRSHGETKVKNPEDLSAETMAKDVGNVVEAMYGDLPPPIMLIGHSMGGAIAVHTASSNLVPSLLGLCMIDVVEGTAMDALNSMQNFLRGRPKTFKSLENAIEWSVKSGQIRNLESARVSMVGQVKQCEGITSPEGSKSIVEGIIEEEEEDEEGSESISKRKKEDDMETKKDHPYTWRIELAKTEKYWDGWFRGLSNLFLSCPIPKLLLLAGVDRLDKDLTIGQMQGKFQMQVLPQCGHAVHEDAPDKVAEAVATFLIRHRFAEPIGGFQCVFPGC
Efflux pump mplx: inhibitors of Candida antifungal efflux pumps expressed in yeast | S. cerevisiae Candida pump triplex, Nile Red efflux | inhibition, % at 10 µM | 330,000 tested, 0.44% active | AID 485275;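 active = plate passing quality check with inhibition over a set limit, or well fluorescence over plate mean plus 4 SD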;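 note: Nile Red retained in pooled yeast measured as flow cytometry median fluorescence; 0% = buffer negative control and 100% = Enniatin B positive control; higher means more Nile Red kept so more efflux inhibition; some compounds called inactive have numbers as strong as hits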
VLA-4 inh: inhibition in a human VLA-4 binding assay. P13612. VLA-4 expressing cells, ligand binding flow cytometry. inhibition, % (about 7 µM as worked out from the volumes in the protocol). 330,000 tested, 0.2% active. AID 2557; in the data active = inhibition above about 50%
GLD-1 RNA inh: GLD-1-TGE RNA interaction inhibition (C. elegans); AID 2280; Q17339; 320,000 tested, 0.44% active; inhibition, % at 5.96 µM; purified GLD-1 + fluorescein TGE RNA, fluorescence polarization;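 active = percent inhibition above a per-plate cutoff, the plate mean of test compounds plus 3 SD, cut at about 30% in these data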;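 note: 0% = DMSO wells with GLD-1 and probe and 100% = wells lacking GLD-1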
Target sequence (Q17339 whole entry, looked up): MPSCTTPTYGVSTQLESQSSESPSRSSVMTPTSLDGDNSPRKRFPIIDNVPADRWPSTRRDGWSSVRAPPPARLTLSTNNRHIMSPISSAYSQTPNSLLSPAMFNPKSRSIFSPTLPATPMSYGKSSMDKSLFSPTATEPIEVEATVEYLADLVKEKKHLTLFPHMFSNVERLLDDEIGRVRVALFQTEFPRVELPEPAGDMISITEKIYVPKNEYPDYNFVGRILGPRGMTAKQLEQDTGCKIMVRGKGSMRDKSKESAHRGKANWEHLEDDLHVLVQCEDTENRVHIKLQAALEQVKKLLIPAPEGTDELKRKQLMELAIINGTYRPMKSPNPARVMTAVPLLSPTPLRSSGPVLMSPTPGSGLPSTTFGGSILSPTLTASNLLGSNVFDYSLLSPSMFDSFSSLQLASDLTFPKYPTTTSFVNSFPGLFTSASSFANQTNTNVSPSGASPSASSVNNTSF
Fam108B inh: counter-screen for RBBP9 inhibitors: inhibitors of mouse Fam108B. recombinant Fam108B, FP-Rh probe fluorescence polarization. inhibition, % at 9.51 µM. 300,000 tested, 0.33% active;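 active = inhibition above the screen mean inhibition plus 3 SD, computed separately per campaign, cut at about 18% in these data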;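 note: inhibitors lower polarization as less probe binds the enzyme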
MCL1 BIM primary: disrupts human MCL1 binding to BIM-BH3 peptide; Q07820; GST-MCL1 / FITC-Bim-BH3 fluorescence polarization; inhibition, % at 10.9 µM; 320,000 tested, 0.68% active; AID 2057;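 active = inhibition above the mean inhibition of all tested compounds plus 3 SD, set per campaign, cut at about 40% in these data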;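 note: 0% = DMSO wells and 100% = unlabeled Bim-BH3 peptide control; higher means more loss of mP so more displacement of Bim peptide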
GRK2 inh: human GRK2 inhibition via aptamer displacement; P25098; bead flow cytometry, FAM-aptamer displacement from GRK2; inhibition of aptamer binding, % at 10 µM; 330,000 tested, 0.59% active; AID 488847;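 active = inhibition of aptamer binding above 40%, roughly 3 SD of noise, on plates passing a quality check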;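 note: median bead fluorescence of bound FAM aptamer so fluorescent compounds give negative values; no value below 0 was filed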
MEX-5 binding: C. elegans MEX-5 TCR-2 RNA binding activity. Q9XUB2. MEX-5/FITC-TCR2 RNA binding, fluorescence polarization; active compounds read low. activity score (negative = inhibition of binding), % at 10 µM. 300,000 tested, 0.38% active;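 active = inhibition past about -25% in most replicates, and total fluorescence under double the plate's negative control median, limit read from the data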;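 note: 0% = DMSO and -100% = 5 µM competing unlabeled TCR2 RNA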
An asterisk follows results filed as active; x = no result given. The list is partial; the hit share may differ from the screen's.

Values in the order – Fam108B inh	MEX-5 binding	BCLXL inh	VLA-4 inh	GRK2 inh	Efflux pump mplx	PME-1 primary	GLD-1 RNA inh	MCL1 BIM primary
Cc1cc(NS(=O)(=O)c2ccc(NC(=O)CN3C(=O)NC(C)(c4ccccc4)C3=O)cc2)nc(C)n1 (stereo unspecified)
→ 1	-0.9	-15	8	0	0.0	2	3	-13
O=C(CN1CCN(Cc2ccc3c(c2)OCO3)CC1)NCC(F)(F)F
→ 2	3.2	3	12	0	0.1	-4	0	5
CCc1nnc(NC(=O)CSc2nc3cc(OC)c(OC)cc3cc2C)s1
→ 0	0.9	-2	4	0	0.6	-6	-5	0
CCC(C)(C)c1ccc(OCCCC[n+]2ccccc2)c(C(C)(C)CC)c1
→ -2	-2.0	3	5	0	0.7	3	-11	1
Clc1ccc(Cc2nc(-c3cccnc3)no2)cc1
→ -3	1.5	3	3	0	0.7	0	5	2
Cc1ccnc(NC(=O)COc2ccc3c(c2)CCC3)c1
→ 8	0.7	2	-7	4	-0.1	-44	2	4
COc1ccccc1NC1=NC(CO)(CO)CS1
→ -3	4.1	7	22	0	-0.2	-4	1	3
c1ccc(CSc2ccc(-c3ccco3)nn2)cc1
→ -2	1.5	8	-1	4	-0.6	-3	-11	10
CN(Cc1ccccc1)C(=O)N[C@@H](Cc1ccccc1)C(=O)O
→ 3	-2.1	3	3	3	-0.1	-4	1	-1
Cc1ccccc1/[N+]([O-])=C/c1cccs1
→ 4	-1.2	-5	-5	0	0.1	4	5	1
CSc1nc(C)c(C(=O)Nc2ccccc2)c(C)c1C#N
→ 1	-0.1	1	8	0	0.1	2	3	3
C=CC[C@H](CC(=O)NCCO)C(=O)NC[C@@H](OC(=O)[C@@H](CC=C)CC(=O)OC(C)(C)C)c1ccccc1
→ x	x	x	-21	2	-0.1	x	1	x
CCOc1cc2[nH]c(=S)n(CCN3CCCCC3CC)c(=O)c2cc1OCC (stereo unspecified)
→ 0	1.3	2	6	0	-0.1	-11	4	4
COCCNC(=O)c1ccccc1NC(=O)Nc1ccccc1
→ 1	0.8	0	16	0	-0.1	-2	-4	1
CC(=O)N1CCN(Cc2nc3cc(NC(=O)c4ccc(Cl)cc4)ccc3n2C)CC1
→ -4	x	1	9	0	-0.1	3	3	1
Cc1nc2nc(SCC(N)=O)[nH]c2cc1Br
→ 4	-1.6	-2	13	0	-0.2	9	3	-5
CCc1nnc(NC(=O)CCNC(=O)c2ccco2)s1
→ -3	1.0	-2	-1	1	-0.3	-2	1	4
O=C(c1ccc(CSc2nc3ccncc3[nH]2)cc1)N1CCCCC1
→ 0	-2.3	-3	1	1	0.0	1	0	-1
O=C(Nc1ccc(N2CCN(C(=O)c3ccccc3)CC2)c(Cl)c1)c1cccnc1
→ 5	-1.3	-1	7	0	-0.1	1	5	1
CC(C)CCNC(=S)Nc1ccc2nc3n(c(=O)c2c1)CCCCC3
→ 0	-1.7	6	10	1	0.2	18	4	12
CCC(C)(C(=O)NC1CCCCC1)N(C(=O)c1ccccn1)c1ccc(C)cc1 (stereo unspecified)
→ -3	2.3	4	5	0	0.2	-2	-2	2
OC(COc1ccc(OCc2ccccc2)cc1)CN1CCOCC1 (stereo unspecified)
→ -4	0.0	-1	-5	0	0.1	-8	-2	-5
Cc1cccc(NC(=O)c2ccc3[nH]c(=O)c(=O)[nH]c3c2)n1
→ 3	0.6	9	20	6	0.2	5	11	1
CC(C)OCCCn1c(SCC(=O)Nc2ccccc2C(F)(F)F)nc2nccnc2c1=O
→ 1	-0.9	8	11	0	0.1	-2	-1	-3
Cc1ccc(SCC(=O)NCCCN2CCOCC2)cc1
→ -1	-0.1	6	32	0	0.0	2	5	10
COc1ccc(C2NCCC3(O)CCCCC23)c(OC)c1OC (stereo unspecified)
→ 0	-1.0	5	4	0	-0.1	1	4	5
COc1ccc(CCNC(=O)c2ccc(CS(=O)Cc3ccc(Cl)cc3)o2)cc1OC (stereo unspecified)
→ 0	1.6	-2	20	0	0.0	-5	0	3
Cc1occc1C(=O)N1N=C(C2CC2)CC1(O)C(F)(F)F (stereo unspecified)
→ -3	-0.2	0	8	5	0.1	-1	0	-3
COc1cc2ccccc2cc1C(=O)Nc1ccc(C)cc1
→ 3	-3.3	5	4	2	0.2	0	5	3
O=S1(=O)C=C(SCCN2CCCCC2)c2ccccc21
→ -1	1.4	-4	-1	1	0.1	-2	5	-6
CCc1nn(C(C)C(=O)N2CCN(c3ccc(OC)cc3)CC2)c(=O)c2cc3occc3n12 (stereo unspecified)
→ 0	-0.2	2	-4	2	-0.2	1	-1	-3
CCOc1nc2c(c(=O)n(C)c(=O)n2C)n1Cc1ccccc1Cl
→ -2	-2.6	-1	-1	2	0.0	-1	5	-1
CCC(C)[C@H]1CNCCN1CCC12CC3CC(CC(C3)C1)C2 (stereo partly specified)
→ x	x	5	0	0	0.2	-4	9	5
COc1ccc(N2C(=O)CC(NNC(=O)c3cc(C)oc3C)C2=O)cc1 (stereo unspecified)
→ -1	-1.5	6	7	0	0.0	-3	8	1
O=C(NCCCN1CCOCC1)/C(=C/c1ccco1)NC(=O)c1ccccc1
→ -1	-0.1	-3	-4	0	0.1	-4	-5	-9
Cc1ccc(OCc2ccc(C(=O)NN)o2)c([N+](=O)[O-])c1
→ -5	2.0	-2	8	0	-0.2	5	-4	-6
O=C(NCCCn1ccnc1)c1cc(-c2cccnc2)nc2ccc(Br)cc12
→ -4	0.2	2	-1	0	0.0	-5	1	1
COc1ccc(S(=O)(=O)N2CCN(CC(=O)N3CCOCC3)CC2)cc1OC
→ x	x	x	8	0	0.2	x	-1	x
O=c1ccc(S(=O)(=O)N2CCCC2)cn1Cc1ccc(Cl)cc1Cl
→ x	x	-11	-21	0	-0.4	4	5	-17
C[C@H]1CN([C@@H](C)CO)C(=O)c2cccc(NC(=O)Nc3ccc(C(F)(F)F)cc3)c2O[C@H]1CN(C)C
→ x	x	x	7	0	-0.4	x	0	x
Cc1nnc(SCC(=O)Nc2nccs2)n1C(C)C
→ 0	1.7	4	-5	0	0.2	3	5	2
O=C(CNC(=O)c1ccc(Br)o1)NCC(=O)OCc1ccccc1
→ -1	0.1	2	6	0	0.1	8	0	1
Cc1cc(SCC#N)n2nc(C)c(-c3ccccc3)c2n1
→ -4	0.8	7	6	0	0.2	3	9	13
CCSc1nnc(SCC(=O)Nc2cc(C)on2)s1
→ x	x	x	9	15	-0.1	x	-1	x
O=C(Nc1ccc2nc3n(c(=O)c2c1)CCCCC3)C(=O)N1CCN(c2ccc(F)cc2)CC1
→ -2	-0.2	3	30	0	-0.2	-9	1	4
O=C(OCc1nc2ccsc2c(=O)[nH]1)c1ccc(Cl)nc1
→ 1	0.5	3	2	0	-0.2	8	8	0
C[C@H](NC(=O)N1CCn2c1nc1ccccc12)C(=O)NCCc1ccccc1
→ 0	-0.5	5	3	0	0.2	-4	-4	7
CCCCCCCCCc1nc(N)n[nH]1
→ 1	1.3	4	-5	0	0.0	10	10	10
O=c1cc(CSc2ccc(Cl)cc2)[nH]c2[nH]n(-c3ccccc3)c(=O)c12
→ 19*	-6.4	14	-5	3	0.1	10	-9	10
CCn1c(SCc2nc3ccccc3c(=O)[nH]2)nc2ccccc2c1=O
→ 5	1.0	5	8	7	0.0	-3	-3	10
O=C(c1ccc(F)cc1)N1CCCCC(Sc2nnc3ccccn23)C1=O (stereo unspecified)
→ -1	1.0	-5	16	0	0.2	0	1	-2
Cc1cccc(NC(=O)Cn2nnc3ccccc32)c1
→ 1	1.4	5	3	2	-0.1	2	10	-3
Cc1cccc(-n2ccc(=O)c(C(=O)Nc3ccc(S(=O)(=O)Nc4nccc(C)n4)cc3)n2)c1
→ 1	-8.8	8	2	94*	-0.1	5	1	11
O=C(O)c1cc2c(cn1)[nH]c1ccccc12
→ 1	20	4	1	0	0.1	4	-4	-1
COc1ccc(CC(=O)N2CCNC2=O)cc1
→ -2	-7.3	1	2	1	0.3	-6	8	-1
CC1(C)Cc2c(sc3nc(-c4ccccc4Cl)n(N)c(=O)c23)CO1
→ 5	-1.1	6	9	0	-0.1	-4	6	-7
O=C(COc1ccc2c(c1)OCO2)Nc1ccc(Cl)cn1
→ -4	0.2	2	5	2	-0.6	-8	3	4
Cc1ccc(-c2cc(C(=O)OCC(=O)NC3CC3)c3ccccc3n2)cc1
→ x	x	7	2	3	0.2	-2	-1	5
Cc1nn(C)c(C)c1S(=O)(=O)N1CCCC(C(=O)NC2CCCCC2)C1 (stereo unspecified)
→ -3	0.4	0	-5	1	-0.1	-2	-1	3
CC(=O)c1ccc(N2CCN(C(=O)c3noc4c3CSc3ccccc3-4)CC2)cc1
→ 1	1.6	24	22	6	0.0	0	4	23

(list continues)
Values in the order – Fam108B inh	MEX-5 binding	BCLXL inh	VLA-4 inh	GRK2 inh	Efflux pump mplx	PME-1 primary	GLD-1 RNA inh	MCL1 BIM primary
COc1ccc(C2=CC(=O)CC(C)(C)C2)cc1OC
→ x	x	-2	16	0	-0.2	24	-10	-4
CCN(CC(=O)Nc1ccccc1C(F)(F)F)C(=O)CSCC(=O)Nc1cc(C)on1
→ -4	2.0	-2	2	1	0.2	-3	2	3
CC[C@H]1OC(=O)[C@H](C)[C@@H](O[C@H]2C[C@@](C)(OC)[C@@H](O)[C@H](C)O2)[C@H](C)[C@@H](O[C@@H]2O[C@H](C)C[C@H](N(C)C)[C@H]2O)[C@](C)(O)C[C@@H](C)CN(C)[C@H](C)[C@@H](O)[C@]1(C)O
→ -1	-0.1	0	18	1	0.7	-1	6	-13
O=C1C(Cl)=C(N2CCOCC2)C(=O)N1c1ccccc1F
→ 7	-6.1	16	18	0	0.7	-10	-7	0
CCn1c(SCC(=O)c2ccc(Br)cc2)nnc1C(C)NC(=O)Cc1ccc(OC)cc1 (stereo unspecified)
→ -1	1.3	1	3	10	0.1	2	-4	2
